# PTHR1 ag: agonists of human PTHR1 parathyroid hormone receptor; Q03431; HEK293 GP2 PTHR1 cells, GloSensor cAMP luminescence, 1 h; Potency, µM (doses to about 115 µM), inactives show top-dose activation, usual class: activators; actives 0.075% (n = 410,000); AID 743266; further: potency means the concentration at half of the fitted maximal effect; nearly all actives have a fitted effect of over 55% in size; some results filed as inactive show a strong effect at the top dose; inactives centre near -15; many of its hits are not listed in these tables
#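 HEK-293-derived GP2 cells expressing PTHR1 and a GloSensor cAMP reporter, 3,000/well, plated overnight, given luciferin plus IBMX (each 0.5 mM as added) for 1 h at 37 °C, then compound for 1 h at 37 °C. Luminescence was read after 15 min at room temperature.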
# PI5P4K alpha inh: PI5P4K alpha (human) kinase inhibition; P48426; PI5P4Kalpha enzyme, ADP-Glo luminescence, 60 min; active compounds read low; max response, %; actives 1.2% (n = 330,000); AID 652105; active means max response of -50% or lower; inconclusive means between -30% and -50%; inactive means -30% or higher; further: value at the top dose of about 77 µM; on the % scale 0 is the no-effect control and ±100 the full control effect
# Target sequence (P48426 whole entry, looked up): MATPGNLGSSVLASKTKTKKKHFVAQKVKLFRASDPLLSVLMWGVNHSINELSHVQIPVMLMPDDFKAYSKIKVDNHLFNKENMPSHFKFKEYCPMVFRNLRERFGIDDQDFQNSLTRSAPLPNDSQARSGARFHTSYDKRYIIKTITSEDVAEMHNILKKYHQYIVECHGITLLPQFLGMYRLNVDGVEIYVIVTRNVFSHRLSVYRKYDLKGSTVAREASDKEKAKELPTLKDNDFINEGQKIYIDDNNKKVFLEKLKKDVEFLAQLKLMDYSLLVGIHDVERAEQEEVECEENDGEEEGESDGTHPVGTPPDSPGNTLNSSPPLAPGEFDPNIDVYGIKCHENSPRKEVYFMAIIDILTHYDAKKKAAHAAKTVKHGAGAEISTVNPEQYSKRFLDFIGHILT
#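 Quantitative HTS of the MLSMR library against PI5P4Kalpha with substrate. ATP added last at 5 microM final; room temperature, 60 minutes. Remaining ATP depleted, ADP converted and read as luminescence.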
# EPAC1 agonist: agonists of human EPAC1. O95398. EPAC1 agonist qHTS, biochemical assay; response scale: 100% = response to 6.5 mM cAMP. Potency, µM (series often up to 154 µM), for inactives: at the top dose activation, usual class: activators. actives 0.073% (n = 360,000). AID 720707; further: potency means the concentration at half of the fitted maximal effect; nearly all actives have a fitted effect of over 60% in size
#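 Nucleotide exchange by EPAC1 (100 nM) on Rap1B–BODIPY-GDP (250 nM) in the presence of 50 uM GDP is tracked fluorescently at 480/540 nm over 30 min. Signals are normalized to a 6.5 mM cAMP control.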
# PLK1 PBD block: PLK1 (human) polo-box domain binding inhibition; P53350; Plk1 PBD binding of FITC phosphopeptide, fluorescence polarization; Potency, µM, without a hit: max response, negative = inhibition, usual class: inhibitors; actives 2.8% (n = 360,000); AID 720504; further: potency means the concentration at half of the fitted maximal effect; series mostly up to about 57 µM; on the % scale 0 is the no-effect control and ±100 the full control effect; nearly all actives have a fitted effect of over 65% in size
# Target sequence (P53350 whole entry, looked up, the tested form may be a part): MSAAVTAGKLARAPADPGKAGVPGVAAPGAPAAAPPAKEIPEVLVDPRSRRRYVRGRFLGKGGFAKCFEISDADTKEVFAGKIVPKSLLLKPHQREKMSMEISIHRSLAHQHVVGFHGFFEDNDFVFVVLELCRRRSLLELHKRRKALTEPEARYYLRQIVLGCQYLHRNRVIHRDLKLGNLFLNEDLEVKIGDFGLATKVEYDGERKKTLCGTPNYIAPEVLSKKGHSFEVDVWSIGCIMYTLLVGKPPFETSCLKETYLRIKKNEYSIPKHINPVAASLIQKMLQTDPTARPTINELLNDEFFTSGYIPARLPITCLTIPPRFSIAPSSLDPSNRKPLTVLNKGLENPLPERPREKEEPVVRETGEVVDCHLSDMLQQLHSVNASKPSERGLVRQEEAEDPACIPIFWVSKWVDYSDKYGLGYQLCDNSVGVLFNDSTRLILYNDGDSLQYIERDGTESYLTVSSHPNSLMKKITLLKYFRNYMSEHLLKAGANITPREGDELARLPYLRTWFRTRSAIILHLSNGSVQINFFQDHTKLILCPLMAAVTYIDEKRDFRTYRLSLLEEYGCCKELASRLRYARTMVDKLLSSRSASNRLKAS
# GLP1R ag: activates the human GLP-1 receptor | P43220 | Potency, µM (highest dose often 45.6 µM), for the others: at the top dose activation, actives largely listed as activators | HEK293 GLP-1R CRE-luciferase, luminescence, 4-6 h; cells express a hypersensitive GLP-1R form | actives 0.007% (n = 380,000); further: potency means the concentration at half of the fitted maximal effect; % of control where 0% means no effect
# GLP1R cytotox: cytotoxicity in counter-screen for GLP-1R inverse agonists; HEK293 cAMP-luciferase reporter cells, luminescence, 24 h; Potency, µM (doses to about 38.3 µM), for the others: at the top dose activity change, negative = inhibition, usual class: inhibitors; actives 0.13% (n = 410,000); AID 624418;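 further: loss of luciferase light is scored as toxicity; potency means the concentration at half of the fitted maximal effect; on the % scale 0 is the no-effect control and ±100 the full control effect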
#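 Here, cytotoxicity is scored as loss of luminescence. The MLSMR collection was tested on cells seeded in medium containing 10% Nu serum, with a 24 hr compound exposure preceded by 12 hours of culture.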
# GLP1R inv ag: inverse agonists of human GLP-1 receptor; P43220; HEK293 GLP-1R CRE-luciferase, luminescence, 24 h; GLP-1R form is constitutively active; Potency, µM (doses to about 38.3 µM), for inactives: at the highest dose activity change, negative = inhibition, hits mostly inhibitors; actives 1.6% (n = 410,000); AID 624417; further: potency means the concentration at half of the fitted maximal effect; on the % scale 0 is the no-effect control and ±100 the full control effect; nearly all actives have a fitted effect of over 55% in size
#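 HEK293 cells stably co-expressing constitutively active GLP-1R and a cAMP-responsive luciferase reporter were seeded in DMEM with 10% Nu serum, given compounds after 12 h, and incubated 24 h at 37 deg C. Luminescence was then read.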
# EPAC1 antagonist: EPAC1 (human) antagonism; Potency, µM (doses to about 115 µM), without a hit: top-dose activity change, negative = inhibition, most hits filed as inhibitors; AID 720709; actives 0.14% (n = 360,000); EPAC1 GEF assay, Rap1b-BODIPY-GDP exchange fluorescence; O95398;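 further: potency means the concentration at half of the fitted maximal effect; plate controls were vehicle for no effect and positive control for full effect; nearly all actives have a fitted effect of over 50% in size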
# IL2 activator: activates IL-2 in a cell-based reporter assay; activation, % (series mostly up to about 46 µM); IL-2 activation reporter assay, cell-based qHTS; stimulated with anti-CD3/CD4/CD28 beads; in transgenic mouse T cells; AID 652025; actives 0.065% (n = 360,000); in the data active means activation above about 50%; inconclusive means mostly about 30% to 49%; further: 0% is about no effect
#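 Screening format: compound pinned onto unstimulated transgenic mouse T cells, 60 min incubation, then anti-CD3/anti-CD4/anti-CD28 bead stimulation for 18 hours at 37 degrees C, followed by EGFP and DsRed detection.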
# The depositor's hits bear a star; i = inactive; ? = inconclusive; nt = not tested or not shown; & = joins results of further samples; [ ] = another dose, or the depositor's remark. Unless noted, the call rests on the fitted dose curve; in most records, active means well fitted curve in the direction sought with a large enough effect; inconclusive means small, poorly fitted or top-dose-only effect, or another doubt; inactive means no such curve, though single readings can be large; an effect the other way counts as inactive or inconclusive.
SMILES,PTHR1 ag,PI5P4K alpha inh,EPAC1 agonist,PLK1 PBD block,GLP1R ag,GLP1R cytotox,GLP1R inv ag,EPAC1 antagonist,IL2 activator
O=C(Nc1ccccc1)C1=C[C@@H](c2coc3ccccc3c2=O)C[C@@H](OCc2ccc(CO)cc2)O1,-15%,-2,4%,-15%,11%,-1%,-6%,-12%,-0.2
COc1ccc2nc(NC(=O)c3c(C)noc3C)sc2c1,-77%[inhibitor],1,0%,-10%,-3%,7%,2%,5%,1.8
Cc1cc(OCC(O)CN2C(C)CCCC2C)ccc1C(C)C (stereo not drawn),-2%,1,4%,-3%,4%,?,?,-4%,-0.5
O=C1/C(=C/c2cccs2)SC(=S)N1c1cccc(O)c1,-5%,-2,21%,-11%,11%,-12%,1%,-14%,-0.4
COC(=O)c1sc(N2C(=O)C(=O)/C(=C(/O)c3ccccc3)C2c2ccco2)nc1C (stereo not drawn),-21%,-13,-4%,-11%,4%,-23%,12%,-3%,-0.5
Cc1cc(C)c(C#N)c(SCC(=O)Nc2ccccc2C(N)=O)n1,-9%[57.5 µM],-26,3%,-18%,20%,24%,0%,-5%,-0.9
Cc1ccc(S(=O)(=O)N2CCC(C(=O)OC(C)C(=O)N3CCOCC3)CC2)cc1 (stereo not drawn),-1%,3,6%,-2%,-1%,-6%,-7%,-8%,-2.8
CCOC(=O)N1CCN(C(=O)C(=O)Nc2sc3c(c2C(N)=O)CC(C)(C)OC3)CC1,-15%,4,7%,-27%,3%,7%,3%,-15%,-1.0
CC1CCc2sc(C(=O)N3CCC(C(N)=O)CC3)cc2C1 (stereo not drawn),-26%,-2,2%,3%,-2%,2%,46%[activator],-20%,0.9
Cc1ccc2nc(SCC(=O)Nc3ccc(F)cc3F)[nH]c2c1,i,12,-5%,-14%,?,36%[activator],?,-18%,-2.4
COc1cc(C2CC(=O)Oc3cc(O)ccc32)cc(OC)c1OC (stereo not drawn),-27%,-1,-3%,-9%,5%,1%,11%,1%,-0.1
COc1ccc(C(=O)NCc2ccc(N3CCN(C(=O)OC(C)(C)C)CC3)cc2)cc1,-26%,20,-8%,-7%,1%,2%,?,-16%,-0.4
CCOC(=O)N1CCN(C(=O)C(NC(=O)c2ccc(CC)cc2)C(C)C)CC1 (stereo not drawn),9%[57.5 µM],nt,12%,-9%,2%,14%,-13%,3%,-1.9
COc1ccc(CCN2CCC(Nc3nc4ccccc4n3Cc3ccc(F)cc3)CC2)cc1,-4%,2,-19%,-2%,-1%&-5%,?,?,6%,-0.6
C#CCOCCOCCOCCNc1nc(N2CCN(C(=O)Cn3cc(CCO)nn3)CC2)nc(N2CCN(C(=O)[C@H](Cc3ccc(O)cc3)n3cc(CCO)nn3)CC2)n1,-20%,-7,-14%,-3%,-5%,3%,14%,11%,0.3
O=c1ncn(-c2cccc(F)c2)c2ncccc12,i,0,-1%,-5%,-5%,-17%,7%,-4%,-1.9
Cc1ccc(CNC(=O)C2CCN(S(=O)(=O)N3CCCCC3)CC2)cc1,-14%,1,4%,0%,11%,7%&7%,-4%&-15%,5%,-1.6
Cc1cc(S(=O)(=O)N2CCCCC2CCNC(=O)C(=O)NCCN2CCOCC2)ccc1F (stereo not drawn),-24%,1,1%,-9%,6%,8%,-8%,0%,0.2
COc1ccc(C(=O)Nc2cccc(C(=O)Nc3cc(C)ccn3)c2)cc1,-15%,8,5%,-2%,23%,-18%,-18%,-28%,0.8
CCC(=O)N1CCCc2cc(S(=O)(=O)N3CCCc4ccccc43)ccc21,22%,1,11%,-12%,1%,8%,?,-13%,-1.2
Nc1ccc(S(=O)(=O)c2cc(O)c3ccccc3c2O)cc1,i,-78*,2%,2.7µM*,-1%,-5%,26%,?,-0.2
COC(=O)CNC(=O)COC(=O)c1cc(F)c(F)cc1Cl,i,0,-2%,2%,-2%,-13%,7%,10%,0.0
COc1ccc(S(=O)(=O)N(C)C[C@@H]2Oc3c(NS(=O)(=O)c4cn(C)cn4)cccc3C(=O)N([C@@H](C)CO)C[C@@H]2C)cc1,-14%,2,2%,-20%,0%,-3%,12%,-26%,0.0
CCOc1ccc(C2/C(=C(\O)c3ccc4c(c3)OCCO4)C(=O)C(=O)N2CCN2CCOCC2)cc1OC (stereo not drawn),-17%,0,-4%,2%,-2%,-2%,13%,1%,1.1
CCN(CCNC(=O)C1CCCN(S(=O)(=O)c2cnc[nH]2)C1)c1ccccc1 (stereo not drawn),i,1,-11%,0%,2%,3%,6%,-16%,-1.4
# (continued)
SMILES,PTHR1 ag,PI5P4K alpha inh,EPAC1 agonist,PLK1 PBD block,GLP1R ag,GLP1R cytotox,GLP1R inv ag,EPAC1 antagonist,IL2 activator
CCn1c(-c2csc3c2CCC(C)C3)n[nH]c1=S (stereo not drawn),-22%,2,-8%,-4%,1%,?,-28%,-19%,-2.7
COc1ccc(NS(=O)(=O)c2cc3c(cc2C)N(C(C)=O)CCO3)cc1OC,-2%,-1,0%,3%,0%,0%,10%,-5%,0.8
C=CCn1c(SCC(=O)c2c(C)[nH]c3ccccc23)nnc1-c1ccncc1,-7%,-7,5%,-5%,4%,6%,9%,-19%,0.1
O=C(NCCC1=CCCCC1)C1CCC(CNc2c(N3CCCC3)c(=O)c2=O)CC1 (stereo not drawn),i,1,-7%,2%,3%,-14%,-1%,-14%,-1.0
COc1ccc2nc(SCC(=O)Nc3c(C)cc(C)cc3C)[nH]c2c1,i,0,-6%,-9%,1%,2%,?,-13%,-1.2
CC1Cc2ccccc2N1C(=O)Cn1cnc2ccccc21 (stereo not drawn),-23%,-1,-3%,-14%,12%,-5%,-6%,4%,-1.8
CSc1nc(-c2ccccc2)nc(NC(C)=O)c1C(C)=O,-2%,-5,0%,5%,4%,1%,-7%,1%,-2.7
Cc1ccc(NS(=O)(=O)c2ccc(CCC(=O)NCCCOC(C)C)cc2)cc1,i,3,3%,3%,0%,-19%,-21%,-15%,-2.0
Cc1cc(C)n(-c2ncnc3c2oc2ccccc23)n1,i,-6,0%,-4%,20%,-1%,31%[activator],-1%,2.1
O=C(OCC#CCSc1nc2ccccc2o1)c1cc2ccccc2o1,i,-7,0%,-1%,-9%,2%,1%,4%,-0.2
O=C(NC1CCCCC1)C(c1ccccn1)N(C(=O)Cc1cccs1)c1ccc(Cl)cc1 (stereo not drawn),-13%,nt,10%,-9%,-6%,?,0%,12%,-3.6
COc1ccc(C(=O)Nc2cc(-c3nn4c(C)nnc4s3)ccc2C)cc1,i,-5,4%,-8%,5%,-11%,10%,-27%,-2.4
CC[C@@]1(C(=O)OC)N[C@H](CN(C)C(C)=O)[C@@H]2C(=O)N(C)C(=O)[C@@H]21,-11%,-5,-10%,-7%,-2%,0%,20%,1%,0.3
C[C@H]1COc2cccc(N3CCSCC3)c2S(=O)(=O)N1,-11%,2,10%,-5%,11%,3%,9%,12%,1.2
O=C(Nc1ccccc1C(=O)N1CCCC1)c1ncoc1-c1cccc(Cl)c1,-4%,0,1%,-1%,10%,-12%,?,-21%,0.0
CCOc1ccc(S(=O)(=O)N2CCOCC2)cc1NC(=O)CCOc1ccc(C(C)(C)C)cc1,-20%,6,9%,-4%,-5%,-5%,6%,-12%,-0.9
c1ccc2c(c1)OCC(CNc1ncnc3sccc13)O2 (stereo not drawn),-33%[inhibitor],-8,-17%,-4%,-6%,23%,-16%,-8%,-0.9
COc1ccc(C2=NOC(C(=O)Nc3cccnc3)C2)cc1 (stereo not drawn),-64%[inhibitor],nt,10%,-15%,12%,13%,7%,-23%,0.5
COc1ccc(CCN2C(=O)CC(N3CCC(C(N)=O)CC3)C2=O)cc1OC (stereo not drawn),-7%,3,-2%,-7%,7%,?,-11%,19%,-0.3
CCSc1nc(COC(=O)NC)c(COC(=O)NC)n1C,i,7,4%,-2%,0%,-18%,-4%,-2%,0.0
CC(=O)COc1ccc2cc(-c3ccccc3)c(=O)oc2c1,-27%,-20,8%,-13%,11%,3%,?,-3%,-0.6
Nc1nccc(/C=C/c2c(Cl)cccc2Cl)n1,i,3,-5%,3%,12%,?,?,-3%,-2.4
O=C(CN1C(=O)COc2ccccc21)NCCN1CCc2ccccc2C1,-13%,nt,2%,-10%,-5%,9%,8%,-10%,-2.3
COc1ccc(OC)c(NC(=O)c2cc(-c3cc(F)ccc3OCC3CCCO3)n[nH]2)c1 (stereo not drawn),-6%,6,-3%,2%,-5%,1%,?,5%,-0.8
Cc1ccc(S(=O)(=O)N(C)C)cc1NC(=O)COC(=O)c1c(-c2ccccc2)noc1C,-6%,0,4%,-3%,0%,-2%,1%,-18%,-4.8
COc1ccc2nc(CC(C)(C)CC(=O)O)c[n+]([O-])c2c1,i,-8,-3%,-1%,-2%,-4%,0%,4%,0.7
CC(=O)Nc1ccc(-c2ccnc3c2CC(C(=O)Nc2cccc(N(C)C)c2)O3)cc1 (stereo not drawn),?,?,-1%,-16%,7%,-16%,?,-26%,-0.1
CC(C)CC(=O)N1CCN(S(C)(=O)=O)CC1,-8%[57.5 µM],-6,10%,-18%,-11%,16%,1%,-8%,-0.6

# Exported with bars between the fields: 3 of the compounds above
Molecule | PTHR1 ag | PI5P4K alpha inh | EPAC1 agonist | PLK1 PBD block | GLP1R ag | GLP1R cytotox | GLP1R inv ag | EPAC1 antagonist | IL2 activator
O=C(Nc1ccccc1C(=O)N1CCCC1)c1ncoc1-c1cccc(Cl)c1 | -4% | 0 | 1% | -1% | 10% | -12% | ? | -21% | 0.0
COc1ccc(CCN2C(=O)CC(N3CCC(C(N)=O)CC3)C2=O)cc1OC (stereo not drawn) | -7% | 3 | -2% | -7% | 7% | ? | -11% | 19% | -0.3
COc1ccc(OC)c(NC(=O)c2cc(-c3cc(F)ccc3OCC3CCCO3)n[nH]2)c1 (stereo not drawn) | -6% | 6 | -3% | 2% | -5% | 1% | ? | 5% | -0.8

# Compound activity from PubChem.

# Not all compounds are listed, so the mix of outcomes need not match the whole.
